LDHA inh: blocks human lactate dehydrogenase A; P00338; 480,000 compounds, 0.15% hits; activity change, % (values are at about 110 or 230 µM); AID 1347041; purified LDHA, NADH/diaphorase-resazurin fluorescence; hits give low values; in the data active means activity change below about -30%; inconclusive means mostly about -25% to -30%;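 further: plate controls were DMSO wells for no effect and wells without enzyme for full effect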
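Resorufin fluorescence (ex540/em590), read at 0 and 20 min after diaphorase/resazurin addition, reports the NADH left after a 5 min room-temperature reaction of 2 nM human LDH5 with 0.06 mM NADH and 0.2 mM pyruvate.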
Vif-APOBEC3F blk: inhibitors of Vif-A3F interaction | HeLa A3F-eYFP + Vif (tagged APOBEC3F with the HIV-1 protein that degrades it), YFP fluorescence increase | Potency, µM (titrated, usually from 46.1 µM), for the others: at the top dose activity, negative = active | 390,000 compounds, 0.2% hits | AID 602313; further: potency means the concentration at half of the fitted maximal effect; % of control where 0% means no effect; nearly all actives have a fitted effect of over 65% in size
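Fluorescence increase (Ex 488/Em 500-530) after overnight compound treatment at 37 deg C flags inhibition of Vif-driven A3F-eYFP loss in stable HeLa A3F-eYFP/Vif cells seeded overnight beforehand.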
GRP78 ERSR act: inducers of ER stress response in human glioma cells; U87-MG GRP78 promoter luciferase reporter, 16 h; Potency, µM, for the others: at the top dose activation, actives largely listed as activators; 420,000 compounds, 0.02% hits; AID 602332; further: potency means the concentration at half of the fitted maximal effect; series mostly up to about 76 µM; % of control where 0% means no effect; nearly all actives have a fitted effect of over 35% in size
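Stably transfected U87-MG glioma cells carrying a GRP78-based luciferase sensor; 16 h compound incubation. Luminescence end-point read 10 min after Bright-Glo addition at room temperature.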
D2 antag: D2 dopamine receptor (human) antagonism; HEK293 TREx D2 cells, calcium flux, dopamine EC80; inhibition, % at 10 µM; 340,000 compounds, 2% hits; AID 485344; in the data active means inhibition above about 30%; further: 0% is about no effect
Target sequence (P14416 whole entry, looked up): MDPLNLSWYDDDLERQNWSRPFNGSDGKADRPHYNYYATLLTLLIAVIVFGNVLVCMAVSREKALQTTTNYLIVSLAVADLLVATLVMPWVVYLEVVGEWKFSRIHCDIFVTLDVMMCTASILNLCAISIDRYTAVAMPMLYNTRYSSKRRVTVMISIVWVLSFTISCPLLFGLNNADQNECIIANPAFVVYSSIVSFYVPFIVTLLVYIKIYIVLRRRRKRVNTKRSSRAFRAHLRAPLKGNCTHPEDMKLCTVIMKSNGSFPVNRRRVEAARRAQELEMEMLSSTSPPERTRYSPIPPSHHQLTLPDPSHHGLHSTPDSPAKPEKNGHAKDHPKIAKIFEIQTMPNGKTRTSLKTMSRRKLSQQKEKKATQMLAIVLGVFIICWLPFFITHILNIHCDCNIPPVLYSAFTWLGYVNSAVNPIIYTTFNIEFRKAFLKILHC
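Antagonism is scored as inhibition of an EC80 dopamine-evoked calcium signal in a force-coupled, tetracycline-inducible HEK293 T-REx D2 line, with compound present 180 s before agonist.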
ERG Ets-DNA blk: inhibitors of human ERG Ets domain-DNA interaction; 370,000 compounds, 0.028% hits; Potency, µM (highest dose often 76.9 µM), inactives show at the top dose FP activity, negative = inhibition, usual class: inhibitors; fluorescence polarization, His-ERG Ets domain / labelled DNA; AID 624246; active means well fitted inhibition curve with a large enough effect in the polarisation, with a control signal flat; inconclusive means small, poorly fitted or top-dose-only effect, or effect the other way, or a change in a side signal; inactive means no such curve, though single readings can be large or run the other way; the % refers to the polarisation;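 further: polarization taken with two DNA probes labelled with fluorescein and Texas red; potency means the concentration at half of the fitted maximal effect; % of control where 0% means no effect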
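His-tagged ERG Ets domain (1 uM in the protein solution; 300mM KCl, 50mM Tris-HCl, 1mM EDTA, 1mM DTT, pH 7.5) received compound, then a probe mix of 5 nM fluorescein-DNA and 100nM Texas-615-DNA. Fluorescence polarization was read for both dyes.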
12-LOX inh: inhibitors of human 12S-lipoxygenase ALOX12; P18054; purified 12hLO, xylenol orange hydroperoxide absorbance; Potency, µM (top dose mostly 108 µM), inactives show at the top dose activity change, negative = inhibition, most hits filed as inhibitors; 580,000 compounds, 1.1% hits; further: potency means the concentration at half of the fitted maximal effect; on the % scale 0 is the no-effect control and ±100 the full control effect
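Hydroperoxide product was detected by ferrous iron/xylenol orange as the 573 to 405 nm absorbance ratio. Arachidonic acid at 40 uM (final) was turned over for 30 min at room temperature by 150 nM human 12hLO, pH 7.0 Hepes buffer, after 15 min compound preincubation.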
D2 agonist: D2 dopamine receptor (human) agonism; AID 485358; 340,000 compounds, 0.53% hits; P14416; activation, % at 2 µM; HEK293 T-REx D2 cells, calcium flux agonist mode;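 active means activation over 3 SD above normal in the single-dose calcium agonist read, cut at about 30% in these data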; further: 0% is about no effect
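Calcium-flux readout, 1 cycle/sec over 180 s following compound pin transfer, in inducible HEK293 Trex D2 cells (force-coupled); dopamine controls included. Positive calcium responses during this window marked compounds as potential agonists.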
RGS4 inhibitor: blocks human RGS4-accelerated GTP hydrolysis; Transcreener GDP fluorescence polarization, RGS4-accelerated GTP hydrolysis; Potency, µM (doses to about 114 µM), for the others: at the top dose activity change, negative = inhibition, most hits filed as inhibitors; 390,000 compounds, 0.039% hits; further: potency means the concentration at half of the fitted maximal effect; on the % scale 0 is the no-effect control and ±100 the full control effect; nearly all actives have a fitted effect of over 75% in size; some results filed as inactive show a strong effect at the top dose
Target sequence (P49798 whole entry, looked up): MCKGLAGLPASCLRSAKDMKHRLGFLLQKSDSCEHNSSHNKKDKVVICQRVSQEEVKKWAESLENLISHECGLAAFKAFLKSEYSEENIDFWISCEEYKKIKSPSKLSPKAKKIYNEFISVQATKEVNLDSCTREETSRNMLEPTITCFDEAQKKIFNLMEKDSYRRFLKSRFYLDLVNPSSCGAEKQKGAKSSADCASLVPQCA
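MLSMR compounds (23 nl, pin-transferred) preincubated 10 min at room temperature with a 500nM (2x) first reagent, then RGS4 at 900nM (2x) plus Transcreener GDP mix added; fluorescence polarization (620/688 nm) read before and after 90 min at 30 °C.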
Vif-A3G inh: inhibitors of Vif-APOBEC3G interaction; Potency, µM (series often up to 46.1 µM), for the others: at the highest dose activity, negative = active, hits mostly inhibitors; AID 602310; 410,000 compounds, 0.076% hits; HeLa A3G-eYFP + Vif (tagged APOBEC3G with the HIV-1 protein that degrades it), YFP fluorescence, overnight;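 further: potency means the concentration at half of the fitted maximal effect; on the % scale 0 is the no-effect control and ±100 the full control effect; nearly all actives have a fitted effect of over 60% in size; hits raise eYFP signal because A3G escapes Vif-driven loss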
Target sequence (Q9HC16 whole entry, looked up): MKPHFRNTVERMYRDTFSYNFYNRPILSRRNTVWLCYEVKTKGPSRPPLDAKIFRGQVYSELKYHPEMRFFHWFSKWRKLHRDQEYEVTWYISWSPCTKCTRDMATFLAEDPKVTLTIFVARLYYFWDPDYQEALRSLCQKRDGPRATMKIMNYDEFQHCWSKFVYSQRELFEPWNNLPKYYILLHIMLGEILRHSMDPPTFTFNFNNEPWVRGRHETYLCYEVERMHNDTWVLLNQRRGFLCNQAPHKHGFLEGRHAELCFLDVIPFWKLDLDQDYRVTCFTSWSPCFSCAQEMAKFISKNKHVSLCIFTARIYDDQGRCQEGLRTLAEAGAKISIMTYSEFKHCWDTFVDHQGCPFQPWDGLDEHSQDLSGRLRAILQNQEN
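HeLa cells stably expressing Vif and C-terminally eYFP-tagged A3G, seeded overnight at 37 deg C, then exposed to compound by pintool overnight at 37 deg C. Rise in yellow fluorescence (Ex 488/Em 500-530, Acumen) marks blocked Vif-driven A3G degradation.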
* marks the source's active call; other numbers are inactive results; ? = inconclusive; . = no result given; & = joins results of further samples; [ ] = dose if it differs, or a comment. Unless noted, the call rests on the fitted dose curve; in most records, active means well fitted curve in the direction sought with a large enough effect; inconclusive means small, poorly fitted or top-dose-only effect, or another doubt; inactive means no such curve, though single readings can be large; an effect the other way counts as inactive or inconclusive. An excerpt. The share of hits here may be higher or lower than overall.

SMILES	LDHA inh	Vif-APOBEC3F blk	GRP78 ERSR act	D2 antag	ERG Ets-DNA blk	12-LOX inh	D2 agonist	RGS4 inhibitor	Vif-A3G inh
CCc1nnc(NS(=O)(=O)c2ccc(NC(=O)c3ccco3)cc2)s1	-11	5%	-4%	-4	5%	7%	0.8	5%	-4%
N#Cc1ccc(CSc2nnc(-c3cccs3)n2-c2ccccc2)cc1	-11	-2%	-4%	10	-3%	-11%	2.9	-3%[56.9 µM]	-7%
COc1cccc(C(=O)Nc2c3c(nn2-c2ccccc2C)CS(=O)C3)c1OC (stereo not given)	-5	0%	-3%	-8	1%	-5%	1.1	2%	-6%
CCOCCn1c(N(C)Cc2ccccc2)nc2c1c(=O)[nH]c(=O)n2C	-8&-4	-4%	-5%	-8	-3%	?	0.8	-1%	0%
O=C(NCCO)c1ccc(-c2ccc3nncn3c2)cc1	2	.	-3%	.	.	4%	.	.	2%
CCOc1ccccc1C(=O)Nc1cccc2ccccc12	1	?	-5%	-3	3%	3%	0.7	-8%	-10%
CCc1c(C)sc(NC(=S)N2CCN(S(C)(=O)=O)CC2)c1C(=O)OC	-11	-1%	2%	5	0%	0%	1.7	10%	2%
COc1ccccc1-c1cccc([C@@H]2C[C@H]3[C@H](CON3C)CN2S(=O)(=O)c2ccccc2C)c1	0	4%	-2%	.	-3%	-50%	.	-12%	-1%
COc1ccc(Oc2ncccc2[N+](=O)[O-])cc1	2	18%	0%	14	0%	47%[activator]	-0.1	20%	1%
CCCCn1c2nc3ccccc3nc2c2c(=O)n(C(C)CC)cnc21 (stereo not given)	2	-1%	-1%	-13	3%	3%	3.3	-21%	-5%
CCOc1ccccc1OCC(=O)Nc1cc(S(=O)(=O)N2CCCCC2)ccc1OC	-1	2%	-2%	-4	-5%	-20%	-1.9	1%	0%
CCOc1cc(-c2conc2N)cc(OCC)c1OCC	-3	-13%	-5%	-13	4%	12%	-2.3	-16%	-6%
O=C(O)c1cccc(S(=O)(=O)Nc2ccc3c(c2)OCO3)c1	26	1%	-1%	.	1%	0%	.	?	2%
Cc1ccc(N2CC(C(=O)NC3=NCCS3)CC2=O)cc1 (stereo not given)	2	-2%	-3%	-7	0%	?	0.6	-12%[56.9 µM]	0%
Cc1ccc2oc(C(=O)NCc3ccc4c(c3)OCO4)c(C)c2c1	0	1%	6%	20	-11%	0%	0.2	0%	-8%
Cn1c(N)c(N=O)c(=O)n(C)c1=O	-9	4%	-3%	-6	1%	0%	0.7	7%	-1%
NC(=O)c1ncn([C@@H]2O[C@H](CNCc3ccccc3OCc3ccc(Cl)cc3Cl)[C@@H](O)[C@H]2O)n1	-6	9%	-3%	.	-10%	2%	.	11%	2%
CC(NC(=O)c1cccs1)c1n[nH]c(=S)n1C (stereo not given)	-2	0%	-4%	0	-7%	-3%	0.1	-18%	-6%
CCCNC(=O)C(=O)Nc1cc2c3c(c1)CCC(=O)N3CCC2	-6	-1%	-2%	0	-5%	-10%	-0.7	2%	-1%
COc1ccc(N2CC(NC(=O)c3ccco3)CC2=O)cc1OC (stereo not given)	-3	5%	-1%	.	-12%	-10%	0.3	-3%	2%
O=S(=O)(Cc1ccccc1)c1ccccc1-c1nnc(-c2ccccc2)o1	-7	-6%	-5%	.	5%	0%	.	-30%	-1%
CCCCN(C)CCCNC(=O)/C=C1\Sc2ccccc2NC1=O	-7	1%	-5%	.	-19%	5%	.	-5%	0%
COc1ccc(C2CC(=O)N(CC(=O)Nc3ccc(C(C)=O)cc3)c3ccccc3S2)cc1OC (stereo not given)	9&-5	0%	-5%	.	4%	5%&-8%	-0.4	-1%	-14%
O=C(COC(=O)CNC(=O)c1ccccc1F)Nc1ccc(Cl)cn1	2	6%	-3%	.	8%	52%[activator]	.	-33%	1%
CCOC(=O)Cn1nnnc1C(CC)N(Cc1cccs1)Cc1cc2ccc(OC)cc2[nH]c1=O (stereo not given)	-3	1%	8%	7	3%	39%[activator]	-0.9	-22%	-4%
Cc1ccc(C(C)C)c(OCC(=O)NNCC(=O)Nc2cccc(F)c2)c1	3	-3%	-4%	.	8%	-2%	.	4%	-1%
C#CCOCCOCCOCCNc1nc(N2CCN(C(=O)[C@H](C(C)C)n3cc(CCO)nn3)CC2)nc(N2CCN(C(=O)[C@H]([C@@H](C)CC)n3cc(CCCCN)nn3)CC2)n1	6	6%	0%	-20	-3%	?	1.3	26%	2%
CCN(CC)S(=O)(=O)c1cccc(-c2nnc(SCC(=O)c3cc(C)n(C4CC4)c3C)o2)c1	5	6%	-3%	-5	7%	-1%	0.9	24%	2%
Cc1ccc(Cc2nnc(SCC(=O)Nc3ccccc3C)[nH]c2=O)cc1	-3	-28%	-1%	-6	3%	0%	-0.3	6%	0%
COc1cccc(CN(C(=O)CN2C(=O)c3ccccc3S2(=O)=O)C(C(=O)NCC2CCCO2)c2ccco2)c1 (stereo not given)	-4	-10%	-3%	-4	-1%	?	-0.6	0%	-2%
CCOC(=O)COc1cc(OCC(=O)OCC)c2c3c(c(=O)oc2c1)CCCC3	2	-20%	?	-5	-2%	3%	0.7	-2%	-6%
CC(C)Cn1c(N)c(C(=O)COC(=O)c2ccc([N+](=O)[O-])o2)c(=O)n(C)c1=O	5	-22%	4%	-4	-2%	-11%	3.1	-26%	?
Cc1cc(C(=O)Nc2cccc(C(=O)O)c2)oc1C	-3	9%	-16%	3	-4%	-13%	-0.5	-3%[11.4 µM]	-1%
C[C@H](NC(=O)c1[nH]cnc1C(=O)N[C@@H](C)CO)c1ccccc1	1	-2%	-3%	.	.	-5%	.	.	1%
COc1ccc(/C=N/NC2=NCCCCC2)cc1	-3	-2%	-1%	3	.	-25%	-0.1	-37%	-1%
Cc1ccc(/C=N/N=C2\SCC(=O)N2CC2CC2)cc1	-11	-9%	-4%	-1	-5%	0%	0.1	21%	3%
COCCC(=O)N1CCC(Oc2ccc(C(=O)N3CCCCCC3)cc2)CC1	-2	5%	10%	0	3%	11%	-0.5	-63%[56.9 µM]	1%
Nn1c(SCC(=O)NCc2ccc3c(c2)OCO3)nnc1C(F)(F)F	-5	1%	-2%	.	-4%	325%[activator]	.	2%	-9%
O=C(O)c1ccccc1C(=O)c1ccc(Sc2ccc(Cl)cc2)c([N+](=O)[O-])c1	-6	6%	0%	2	-13%	164%[activator]	0.2	-7%	-9%
CCC/C(=N\NC(=O)C1CC1)c1ccc(Br)cc1	-2	-9%	2%	-23	4%	-4%	.	-22%	3%
CC(C)c1ccc2occ(CC(=O)Nc3ccccc3Cl)c2c1	5	-10%	-3%	.	3%	-9%	-0.5	-17%	-2%
O=C(N=C1N=C2C=CC(Br)=CN2Cc2ccccc21)c1ccc([N+](=O)[O-])cc1[N+](=O)[O-]	3	12%	?	6	11%	-20%	0.3	21%	1%
CCc1ccc(CNCc2cccnc2)cc1	-3	0%	0%	-8	-5%	0%	0.8	-15%	1%
O=C(Nc1cccnc1)C1CCN(S(=O)(=O)c2cccc3nonc23)CC1	-1	-9%	-3%	-19	.	2%	1.4	8%	-5%
Oc1cccc(/C=N/N(Cc2ccccc2)c2ccccc2)c1	3	-4%	-14%	-2	8%	50µM*	-0.4	-28%	-3%
COc1cc(C(=O)NCCCNc2nc3cc(C)c(C)cc3cc2C#N)cc(OC)c1OC	-5	13%	-2%	-8	-18%	-12%	0.1	9%	4%
O=C(NC1(C(F)(F)F)C(=O)Nc2c1c(=O)[nH]c(=O)n2-c1ccccc1)c1ccccc1 (stereo not given)	-2	-1%	-2%	.	-5%	?	0.1	12%	-1%
O=C(CSc1nnc(-c2ccccc2)o1)N1CCOCC1	-1	2%	-4%	11	6%	41%[activator]	0.2	-44%	0%
Cc1cccc(OCC(=O)Nc2nonc2NC(=O)COc2cccc(C)c2)c1	0	-1%	-7%	.	-5%	1%	.	-15%	-1%
Cc1ccccc1CC1(CO)CCCN(Cc2ccccc2Cl)C1 (stereo not given)	2	7%	-5%	-13	15%	?	-0.6	-29%	-5%
CCOc1ccc(C(c2nnnn2C(C)(C)C)N2CCN(C(=O)c3ccco3)CC2)cc1 (stereo not given)	-9	11%	-4%	-6	15%	-5%	-0.3	14%	1%
CC(=O)Nc1c(Cl)c(Cl)c2c(c1Cl)Cc1cc(Cl)ccc1-2	-2	-8%	-2%	.	-4%	-7%	.	6%	0%
Cc1nc(NC(=O)COC(=O)C2=NNC(=O)CC2)c(Cl)cc1Cl	-4	-25%	0%	13	10%	-5%	2.2	-5%	1%
OC(c1ccccc1)(c1ccccc1)c1ccn[nH]1	-13	-7%	12%	9	3%	2%	0.2	-2%	-4%
CN(CC(=O)Nc1ccc(F)c(F)c1F)C(=O)CN1C(=O)C2CCCCC2C1=O (stereo not given)	-11	-10%	-2%	22	2%	5%	-0.3	-6%	-1%
O=C(N/N=C/c1cccs1)c1cnccn1	-3	-9%	1%	-3	-5%	-27%	0.9	8%	2%

Bioassay records as filed in PubChem.
